High-throughput results from PubChem.
IEC-6 cytotox: cytotoxicity in IEC-6 intestinal epithelial cells, primary screen, cytotoxicity control for KLF5 inhibitor project, cell-based, luminescence; 0.78% of 290,000 active; IEC-6 cytotoxicity, luminescence viability; inhibition, % at 5 µM; in the data active = inhibition above about 22%;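 note: 0% = plate median of test compound wells and 100% = cytotoxic reference compound wells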
GSK3A inh: blockers of GSK3A enzyme activity – biochemical, luminescence, cell-free homogeneous, HTS, primary screen. AID 2650, 2010. inhibition, % at 10 µM. 0.1% of 320,000 active. GSK-3 alpha kinase, ADP-Glo luminescence, 60 min. Glycogen synthase kinase-3 alpha (Homo sapiens), P49840;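 in the data active = inhibition above about 50%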;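 note: GST-tagged GSK-3 alpha with peptide substrate and 25 µM ATP; 0% = DMSO neutral wells and 100% = GW8510 positive control wells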
Target sequence (P49840 whole entry, looked up): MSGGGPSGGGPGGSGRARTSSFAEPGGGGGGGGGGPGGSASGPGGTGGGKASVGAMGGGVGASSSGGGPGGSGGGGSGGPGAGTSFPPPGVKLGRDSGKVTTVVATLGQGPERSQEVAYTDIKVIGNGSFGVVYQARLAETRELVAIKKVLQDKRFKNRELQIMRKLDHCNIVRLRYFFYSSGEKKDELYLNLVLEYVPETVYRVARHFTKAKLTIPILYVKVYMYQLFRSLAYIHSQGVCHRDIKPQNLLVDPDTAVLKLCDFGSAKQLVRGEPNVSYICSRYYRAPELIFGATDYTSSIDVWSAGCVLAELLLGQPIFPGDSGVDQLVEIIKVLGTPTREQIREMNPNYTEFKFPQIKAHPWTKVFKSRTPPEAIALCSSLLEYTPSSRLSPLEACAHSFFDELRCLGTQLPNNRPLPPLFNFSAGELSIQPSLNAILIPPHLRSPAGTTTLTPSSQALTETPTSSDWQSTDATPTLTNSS
PolyA inh: polyadenylation inhibitors in yeast reporter cells, primary screen, luminescence, S. cerevisiae | S. cerevisiae SKY197-pL101 polyadenylation reporter, beta-gal luminescence; efflux-impaired pdr1/pdr3 knockout yeast; score 100 = 6 SD above DMSO | calls only at 12 µM | 0.02% of 300,000 active;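 active = lowest replicate activity score at least 50, where 100 means six control SD above control mean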;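 note: yeast exposed to compound for 9 h at 30 °C; higher score means more reporter readthrough which indicates perturbed polyadenylation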
HSF1 inh: HSF1 inhibitors in luciferase reporter cells, primary screen, cell-based, NIH3T3, luminescence; 0.77% of 300,000 active; activity change, negative = inhibition, % at 7.5 µM (by protocol); NIH3T3-HGL HSE-luciferase, MG132-induced, luminescence 8 h; active compounds read low;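 active = more than half of replicate wells show activity change below -50%, luminescence cut by over half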;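 note: luciferase reports HSF-1 transcriptional activity via heat shock element; 0% = median of DMSO wells and -100% = zero luminescence signal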
HSF-1 act: HSF-1 activators, primary screen, NIH3T3-HGL cells, MG132 stress, luminescence, single point; 1.7% of 300,000 active; activation, % at 9 µM; AID 504408, 2011; NIH3T3-HGL HSF-1 luciferase reporter, 8 h; 100% = twice DMSO control signal;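 active = mean replicate activation of at least 50% with a set share of replicates each reaching 50%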;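 note: 0% = median of the neutral control wells and 100% = twice that signal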
HSP90 refold inh: HSP90 inhibitors, primary screen, cell lysate, luminescence; AID 1789, 2009; Rabbit reticulocyte lysate, luciferase refolding luminescence, 3 h; Heat shock protein HSP 90 (rabbit reticulocyte lysate; luciferase refolding); inhibition, % at 5.6 µM; 0.91% of 290,000 active;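 active = inhibition above the screen-wide mean plus 3 SD, computed separately per campaign, cut at about 16% in these data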;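 note: 0% = DMSO wells and 100% = 60 µM geldanamycin wells; inhibitors lower the luminescence because luciferase stays unfolded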
KLF5 inh: KLF5 expression inhibitors, primary screen, DLD-1 cells, luminescence; 0.23% of 290,000 active; AID 1700, 2009; DLD-1 KLF5 promoter-luciferase reporter; inhibition, % at 5 µM;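 active = inhibition above a per-plate limit of that plate's mean compound inhibition plus 3 SD, cut at about 60% in these data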;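 note: 0% = DMSO wells and 100% = LY294002 at 200 µM; higher means less KLF5 promoter-driven luciferase light; inactives centre near -14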
AI-2 QS modul: Vibrio harveyi AI-2 quorum sensing modulators, primary screen, JMH597 strain, luminescence/OD600 ratio; activity change, % at 7.5 µM; AID 2094, 2009; 0.4% of 300,000 active; Vibrio harveyi JMH597 AI-2 luminescence/OD600 ratio, 9 h; active compounds read low; strain lacks LuxN and CqsS sensors; 0 = neutral-control median; in the data active = activity change below about -75%, passing the limit was not always enough;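 note: luminescence divided by OD600 gain over 9 h not by final OD600 alone; inactives centre near 13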
GSK3B inh: human GSK3beta kinase inhibitors, primary screen, biochemical, cell-free homogeneous, HTS. Glycogen synthase kinase-3 beta (Homo sapiens), P49841. GST-GSK3beta kinase, ADP-Glo luminescence, 60 min; active compounds read low. activity score (negative = inhibition), % at 10 µM. 0.038% of 300,000 active. AID 2097, 2009;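 active = more than half of replicate wells score below -50%, meaning over 50% inhibition versus plate controls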;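 note: 0% = median DMSO wells and -100% = median GW8510 positive control wells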
Target sequence (P49841 whole entry, looked up): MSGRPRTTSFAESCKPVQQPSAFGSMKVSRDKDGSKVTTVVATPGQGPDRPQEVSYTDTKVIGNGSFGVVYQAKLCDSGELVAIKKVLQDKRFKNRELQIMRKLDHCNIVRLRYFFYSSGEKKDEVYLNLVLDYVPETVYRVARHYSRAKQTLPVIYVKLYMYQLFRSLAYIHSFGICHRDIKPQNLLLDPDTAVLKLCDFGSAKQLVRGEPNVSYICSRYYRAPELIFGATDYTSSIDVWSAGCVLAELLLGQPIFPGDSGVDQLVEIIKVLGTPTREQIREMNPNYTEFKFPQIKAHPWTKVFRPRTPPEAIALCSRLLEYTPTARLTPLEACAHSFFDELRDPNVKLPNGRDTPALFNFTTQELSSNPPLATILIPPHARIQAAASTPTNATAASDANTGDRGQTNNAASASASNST
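test system = GST-tagged human GSK3beta kinase, cell-free | reagent = 25 µM ATP with peptide substrate | dosing = one dose of 10 µM per compound | schedule = 60 min reaction, RT | detection = luminescent ADP-Glo measurement of ADP formed | control set = DMSO neutral wells and GW8510 at 20 µM as positive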
aSyn 5UTR inh: MLPCN primary screen, SNCA 5' untranslated region; 0.82% of 300,000 active; alpha-synuclein 5'UTR reporter, inhibitor activity; inhibition, % (tested at 7.5 µM); AID 1813, 2009; in the data active = inhibition above about 60%;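 note: H4 neuroglioblastoma cells stably carrying SNCA 5'UTR luciferase fusion; 0% = DMSO wells and 100% = positive control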
The depositor's hits bear a star; i = inactive; x = not tested or not shown. Not all compounds are listed; count on the stated rates, not on these rows.

No. | smiles | IEC-6 cytotox | GSK3A inh | PolyA inh | HSF1 inh | HSF-1 act | HSP90 refold inh | KLF5 inh | AI-2 QS modul | GSK3B inh | aSyn 5UTR inh
1 | Cc1cc(C)cc(NC(=O)COC(=O)CCc2ccc(S(=O)(=O)N3CCOCC3)cc2)c1 | -2.4 | -1.9 | i | -1.8 | 2.3 | 3.1 | 17.1 | 15.2 | -2.3 | 26.2
2 | COc1ccccc1CNC(=O)C1CCN(S(=O)(=O)c2ccc(N3CCCC3=O)cc2)CC1 | 3.8 | -2.0 | i | 10.4 | 5.2 | -3.1 | -26.2 | 22.5 | 2.1 | 19.5
3 | CCOC(=O)c1c(C)[nH]c(C)c1C(=O)COC(=O)c1cc(OC)c(OC)cc1OC | -0.5 | -4.5 | x | -5.4 | 11.8 | 4.9 | 7.8 | 15.2 | 4.5 | 8.3
4 | O=C(COc1coc(CN2CCCc3ccccc32)cc1=O)Nc1ccccc1 | x | -5.0 | i | 1.5 | -9.7 | x | x | 8.3 | -0.4 | -29.2
5 | COc1ccc2cc(CN(CC3COCCO3)S(=O)(=O)c3ccc(Cl)cc3)c(=O)[nH]c2c1 (stereo unspecified) | 2.3 | 13.3 | i | 2.1 | 18.2 | 0.8 | -47.6 | -7.3 | -1.7 | -14.1
6 | COc1cccc(CN2CC(C(=O)N(C)Cc3nc(C)cs3)CCC2=O)c1 (stereo unspecified) | 0.4 | x | i | 2.6 | 15.0 | -1.4 | -19.1 | 19.8 | -0.8 | 7.3
7 | CC(=O)Nc1ccc(N2CCN(Cc3ccccc3F)CC2)cc1 | -8.3 | 1.3 | i | -6.5 | -7.1 | 0.1 | -31.4 | 13.5 | 1.1 | 4.8
8 | CN1CCN(C(=O)Cn2ncc3c([nH]c4ccccc43)c2=O)CC1 | 4.6 | -2.4 | i | 6.0 | 29.0 | -2.2 | 5.3 | 3.5 | -28.5 | 10.3
9 | COc1cccc(OC)c1OCCCCCCN1CCN(C)CC1 | -1.0 | -4.3 | i | -3.0 | 2.8 | 1.7 | -10.9 | 12.2 | -1.8 | -8.4
10 | O=C(Cc1ccccc1)Nc1nc(=O)c2ccccc2s1 | 3.7 | -6.4 | i | -11.9 | -10.7 | -2.3 | 3.7 | 26.7 | 1.4 | -49.6
11 | CC(=O)C(CC(=O)N1CCCc2ccccc21)C(=O)Nc1ccc(F)cc1 (stereo unspecified) | 0.0 | 0.1 | i | 6.8 | -10.5 | 2.4 | -19.8 | 0.0 | -0.6 | -1.3
12 | Cc1c(CCOC(=O)c2cc([N+](=O)[O-])cc([N+](=O)[O-])c2)sc[n+]1CC(=O)c1ccccc1 | -0.9 | 1.8 | i | 13.9 | 25.5 | 3.7 | -18.4 | 28.2 | 0.4 | -32.8
13 | CCn1c(=O)cc(OCC(=O)Nc2ccc(C)cn2)c2ccccc21 | -6.1 | -0.5 | i | -3.3 | 18.6 | 3.6 | 0.9 | 10.1 | -0.8 | -1.9
14 | CCOC(=O)c1sc(NC(=O)c2cccc(S(=O)(=O)N3CCc4ccccc43)c2)c(C#N)c1C | 8.4 | -0.1 | x | -5.0 | -4.0 | -2.2 | -32.5 | 17.3 | 1.3 | 25.1
15 | CCOc1ccc(S(=O)(=O)N2CCCC(C(=O)NCc3ccco3)C2)cc1 (stereo unspecified) | -6.1 | -0.4 | i | -5.7 | -3.2 | -4.1 | -46.3 | 37.3 | -0.8 | 6.6
16 | COc1ccc(CNC(=O)[C@H](C)NC(=O)C2CCN(S(=O)(=O)c3ccc(F)cc3)CC2)cc1 | -0.9 | 1.3 | i | 0.7 | 3.1 | -3.0 | -29.1 | 39.2 | 2.5 | 3.2
17 | Cc1nc2ccc(Oc3ccccc3)cc2s1 | x | -2.3 | i | 5.0 | 7.2 | x | x | 27.3 | -0.8 | -14.7
18 | CCOc1ccc(NC(=O)c2cccc3c2C(=O)N(Cc2cccnc2)C3)cc1 | -4.8 | 0.1 | i | 17.8 | 46.4 | -0.8 | -8.9 | 5.5 | 2.8 | -110.7
19 | CCCC(=O)Nc1ccc(S(=O)(=O)Nc2cc(C)nc(C)n2)cc1 | 0.3 | 0.6 | i | -5.6 | -0.3 | 2.9 | -19.1 | 4.4 | 4.8 | 4.8
20 | CCc1ccc(N(C(=O)c2snc(C(N)=O)c2N)C(C(=O)NC2CCCC2)c2ccco2)cc1 (stereo unspecified) | -3.2 | -1.3 | i | 3.7 | 6.0 | 0.4 | -14.7 | 17.2 | 2.7 | -0.6

Just HSF-1 act, for 2 of the compounds above:
| nr | SMILES | HSF-1 act |
| --- | --- | --- |
| 14 | CCOC(=O)c1sc(NC(=O)c2cccc(S(=O)(=O)N3CCc4ccccc43)c2)c(C#N)c1C | -4.0 |
| 18 | CCOc1ccc(NC(=O)c2cccc3c2C(=O)N(Cc2cccnc2)C3)cc1 | 46.4 |

Additional results
No. | smiles | IEC-6 cytotox | GSK3A inh | PolyA inh | HSF1 inh | HSF-1 act | HSP90 refold inh | KLF5 inh | AI-2 QS modul | GSK3B inh | aSyn 5UTR inh
21 | O=C(CSc1nnc(-c2ccc(O)cc2)n1Cc1ccco1)c1cccs1 | -8.7 | 17.0 | i | 10.3 | 3.3 | -1.1 | -25.9 | 1.4 | 0.3 | -1.7
22 | Cc1ccccc1OCC(=O)Nc1ccc([N+](=O)[O-])cc1 | 0.2 | 1.2 | i | -70.3* | -76.6 | 0.0 | -25.6 | 20.0 | 1.2 | -46.5
23 | Cc1ccc(C2C(C#N)=C(N)Oc3c2c(=O)n(C)c(=O)n3C)cc1 (stereo unspecified) | 6.4 | -0.4 | i | -5.9 | -4.4 | -3.8 | 3.0 | 22.4 | 1.2 | 1.2
24 | Cc1ccc2c(c1)cc(C(=O)N[C@@H](Cc1ccccc1)C(=O)O)n2C | -2.4 | -6.3 | i | -2.6 | -0.3 | 0.8 | -39.7 | 1.7 | 10.0 | -7.1
25 | COc1ccc(S(N)(=O)=O)cc1C(=O)NCC(C)(C)N1CCCCC1 | 2.9 | -1.1 | i | 5.9 | 2.6 | 4.7 | 4.6 | 5.4 | 1.9 | 3.9
26 | COc1ccc(Cc2nnc(NS(=O)(=O)c3ccc([N+](=O)[O-])cc3)s2)cc1 | 2.5 | -6.1 | i | -1.9 | -5.2 | -2.2 | 0.0 | 32.0 | -2.0 | 2.5
27 | N#C/C(=C\c1c[nH]c2ccccc12)C(N)=O | -1.4 | 9.2 | i | -5.8 | 0.3 | 0.5 | -39.5 | 0.5 | -4.1 | -30.1
28 | O=[N+]([O-])c1cccc(-c2nnc3ccc4ccccc4n23)c1 | -4.8 | -1.6 | i | -1.5 | -10.9 | -3.5 | -36.3 | 36.8 | -4.7 | -4.8
29 | COC(=O)Cc1c(O)ccn(CCc2c[nH]c3ccccc23)c1=O | -4.5 | -3.8 | i | 5.5 | 0.9 | -2.7 | 0.6 | 30.5 | -0.4 | -11.1
30 | CC1CCN(S(=O)(=O)c2cccc(C(=O)Oc3ccc([N+](=O)[O-])cc3)c2)CC1 | 6.2 | -2.1 | i | -1.2 | -2.5 | 1.2 | -10.6 | 25.2 | -2.2 | 5.3
31 | COc1ccccc1C(=O)Nc1ccc(N2CCN(S(C)(=O)=O)CC2)cc1 | -2.0 | -2.9 | i | 43.4 | 78.1* | 0.3 | -55.0 | 17.3 | -0.9 | -75.6
32 | Cc1ccc(C(=O)N/C(=C\c2ccccc2)C(=O)NCCN2CCOCC2)cc1 | 4.2 | -0.4 | i | -4.6 | 4.4 | -3.4 | -16.1 | -2.6 | 2.3 | -4.8
33 | O=C(CN1C(=O)/C(=C/c2ccccc2F)Sc2ccccc21)NCCCN1CCOCC1 | -0.3 | -8.0 | i | 1.8 | 0.1 | -4.7 | -31.5 | 3.1 | -0.4 | 4.8
34 | O=[N+]([O-])c1ccc(Nc2nc(N/N=C/c3cccc(F)c3)nc(N3CCCC3)n2)cc1 | -5.4 | -0.8 | i | -1.7 | 5.1 | -0.4 | -2.8 | 26.6 | -2.6 | -27.6
35 | O=C(c1ccncc1)c1nccn1-c1ccccn1 | 7.8 | 0.8 | i | -4.5 | -0.8 | 2.2 | -29.7 | 14.7 | -0.6 | -4.1
36 | CC(CN1CCCCC1)OC(=O)CCc1ccccc1 (stereo unspecified) | -0.7 | 1.6 | i | -7.6 | -0.7 | 0.6 | -7.8 | 4.8 | 1.0 | 14.3
37 | O=C(OCC(=O)N1CCN(C(=O)c2ccco2)CC1)c1sc2cc(F)ccc2c1Cl | -2.8 | -1.7 | x | -54.7* | -65.6 | -1.5 | -16.8 | x | x | -0.3
38 | CCc1cccc(N(C(=O)c2csnn2)C(C(=O)NC2CCCCC2)c2cccnc2)c1 (stereo unspecified) | 6.2 | -4.1 | i | -0.3 | -0.5 | 4.3 | -8.1 | 16.8 | -7.7 | 0.2
39 | CC1(C)NC(=O)N(CC(O)CN(Cc2ccccc2)Cc2ccccc2)C1=O (stereo unspecified) | -8.8 | -0.2 | i | -0.8 | -6.2 | 0.5 | 0.4 | 7.9 | 4.7 | 4.7
40 | COc1ccc(NC(=O)C(C)N(C)Cc2ccc3ccccc3c2)cc1 (stereo unspecified) | 9.2 | -3.5 | i | 4.4 | 9.4 | -2.0 | 16.2 | 24.4 | 0.0 | -10.4
41 | O=S(=O)(NC1CC1)c1ccc(S(=O)(=O)N2CCN3CCCC3C2)cc1 (stereo unspecified) | -3.4 | 1.0 | i | -8.3 | -16.4 | -2.3 | -6.6 | 4.7 | 2.8 | 5.2
42 | COc1ccccc1/C=N/n1nnnc1N | 2.3 | -0.6 | i | -1.1 | 6.5 | 1.2 | -33.4 | 3.4 | -1.6 | 7.7
43 | CCc1cc(=O)oc2cc(C)cc(OCC(=O)NCCN3CCOCC3)c12 | 2.0 | 5.2 | i | -3.3 | 5.6 | -1.8 | -15.3 | 33.4 | 4.2 | 13.6
44 | O=C(CSc1nc2ccccc2c(=O)n1CCCN1CCOCC1)N1CCN(c2ccccc2)CC1 | 4.5 | -0.6 | i | -7.1 | -1.3 | 3.0 | -22.0 | 40.9 | 2.7 | -26.1
45 | O=C(NCCN1C(=O)S/C(=C\c2ccc(Cl)c([N+](=O)[O-])c2)C1=O)C1=COCCO1 | x | -0.8 | i | 6.3 | 8.9 | x | x | -2.4 | -3.1 | -44.2
46 | O=C1CCN(Cc2ccc(Cl)cc2)N1 | -1.4 | -2.6 | x | -2.8 | 5.0 | -0.8 | -21.4 | 31.0 | -0.6 | -28.9
